RXFP1 antag – blocks the human relaxin receptor RXFP1 | activity change, negative = inhibition, % at 57.5 µM | HEK293-RXFP1, relaxin-stimulated cAMP HTRF, 30 min; hits give low values | 350,000 compounds, 0.59% hits;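 active means activity change of -60% or lower, but not beyond a set lower limit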; further: on the % scale 0 is the no-effect control and ±100 the full control effect
D1 ag – agonists of human D1 dopamine receptor | P21728 | 360,000 compounds, 1% hits | AID 504660 | HEK293 T-REx D1 cells, calcium flux, agonist mode | activation, % at 2 µM; further: 0% is about no effect
Target sequence (P21728 whole entry, looked up): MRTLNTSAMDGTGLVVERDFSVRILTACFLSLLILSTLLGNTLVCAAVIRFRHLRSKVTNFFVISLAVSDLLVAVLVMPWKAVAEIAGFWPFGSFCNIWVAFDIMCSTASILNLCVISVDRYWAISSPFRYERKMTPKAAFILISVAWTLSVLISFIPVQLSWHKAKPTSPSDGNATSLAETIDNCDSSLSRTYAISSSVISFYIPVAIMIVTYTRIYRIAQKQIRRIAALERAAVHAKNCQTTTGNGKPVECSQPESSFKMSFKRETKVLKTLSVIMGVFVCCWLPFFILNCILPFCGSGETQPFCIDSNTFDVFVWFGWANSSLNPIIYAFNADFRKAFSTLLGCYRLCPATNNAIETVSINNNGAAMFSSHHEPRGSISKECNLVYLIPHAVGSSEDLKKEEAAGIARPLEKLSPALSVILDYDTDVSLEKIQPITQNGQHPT
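Inducible HEK293 T-REx D1 cells, force-coupled to calcium signalling, were plated at 4000 cells/well with tetracycline and held overnight at 30 C. After no-wash calcium dye loading, compound-evoked calcium rise over 180 s flagged agonists.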
D2 potentiator – positively modulates the human D2 dopamine receptor allosterically | AID 485347 | HEK293 T-REx D2, calcium flux, EC20 dopamine potentiation | 340,000 compounds, 0.34% hits | potentiation, % at 10 µM | P14416;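 active means potentiation over 3 SD above the plate norm, cut at about 30% in these data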; further: 0% is about no effect
Target sequence (P14416 whole entry, looked up): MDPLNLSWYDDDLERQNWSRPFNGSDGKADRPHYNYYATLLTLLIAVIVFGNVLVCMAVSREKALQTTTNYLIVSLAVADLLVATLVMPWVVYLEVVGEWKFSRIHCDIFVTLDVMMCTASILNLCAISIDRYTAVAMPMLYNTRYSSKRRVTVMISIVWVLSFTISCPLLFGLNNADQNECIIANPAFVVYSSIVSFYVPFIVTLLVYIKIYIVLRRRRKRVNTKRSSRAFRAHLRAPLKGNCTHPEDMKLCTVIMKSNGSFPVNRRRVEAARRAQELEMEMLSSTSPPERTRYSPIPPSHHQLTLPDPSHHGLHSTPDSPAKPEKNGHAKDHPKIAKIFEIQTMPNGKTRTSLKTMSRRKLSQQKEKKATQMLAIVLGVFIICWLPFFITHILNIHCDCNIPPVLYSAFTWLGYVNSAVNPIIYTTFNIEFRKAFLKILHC
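Primary screen. Calcium kinetics in induced HEK293 T-REx D2 cells: compound pre-addition 180 s, EC20 dopamine, 180 s more.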
D1 antag – blocks dopamine activation of the human D1 receptor; AID 504652; HEK293 TREx D1 cells, calcium flux, dopamine EC80; hits give low values; 360,000 compounds, 3.2% hits; P21728; activity change, negative = inhibition, % at 10 µM; in the data active means activity change below about -30%; further: on the % scale 0 is the no-effect control and ±100 the full control effect
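Using tetracycline-induced force-coupled D1 Hek293 cells and a calcium dye, signals were followed for 180 s after compound, then for 180 s after EC80 dopamine, to detect inhibitors.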
TRHR agonist – agonists of human TRH receptor; activation, % at 2 µM; P34981; 360,000 compounds, 0.18% hits; AID 493084; TRHR cells, calcium flux fluo-8, FDSS agonist mode; further: 0% is about no effect
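TRHR-expressing cells, plated overnight in medium with 10% serum, were loaded with fluo-8 calcium dye at room temperature. After a 10 s baseline, library compound was pin-added and calcium release was recorded kinetically (ex 480/em 530) as agonist response.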
D1 potentiator – potentiators of human D1 dopamine receptor | P21728 | HEK293 TREx D1 cells, calcium flux, dopamine EC20 potentiation | potentiation, % at 10 µM | 360,000 compounds, 0.036% hits; in the data active means potentiation above about 30%; further: 0% is about no effect
D2 antag – antagonizes the human D2 dopamine receptor; P14416; HEK293 TREx D2 cells, calcium flux, dopamine EC80; inhibition, % at 10 µM; 340,000 compounds, 2% hits; in the data active means inhibition above about 30%; further: 0% is about no effect
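Compounds are added to dye-loaded, induced HEK293 T-REx cells coupled to calcium release via D2; after a 3 min kinetic read an EC80 dopamine stimulus is given and fluorescence is recorded for 3 more min.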
D2 agonist – agonists of human D2 dopamine receptor; P14416; 340,000 compounds, 0.53% hits; activation, % at 2 µM; AID 485358; HEK293 T-REx D2 cells, calcium flux agonist mode;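 active means activation over 3 SD above normal in the single-dose calcium agonist read, cut at about 30% in these data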; further: 0% is about no effect
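HEK293 Trex D2 cells, tetracycline-induced, o/n 30 C 5% CO2; no-wash Ca dye, RT 30–90 min; 10-cycle baseline, 23 nl cpd added, kinetic Ca read 180 s; agonist hits = positive Ca response.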
TRHR enhancer – allosteric enhancers of human TRH receptor | 360,000 compounds, 0.66% hits | TRHR cells, fluo-8 calcium fluorescence, EC20 TRH enhancement | enhancement, % at 2 µM; in the data active means enhancement above about 30%; further: 0% is about no effect
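Enhancer read-out: after compound pinning and an initial kinetic agonist-mode read, an EC20 of TRH (10 nM final) was injected and fluo-8 calcium signal (Ex 480/Em 530) followed at 1 s/cycle for 100 cycles in TRHR-expressing cells.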
Starred values were filed as active, the others as inactive; x = no result given. Unless noted, no stated cut-off is given here; in the data, active means activation above about 30%; inactive means the rest. This is a random part of the collection. About 7.3% of those tested had a hit in this group.

1) COC(=O)CN1C(=O)CSc2ccc(S(=O)(=O)Nc3cccc(Br)c3)cc21
2) C#Cc1ccc(C(=O)Nc2ccc(N3CCC(C)CC3)c(C(N)=O)c2)cc1
3) CCOC(=O)c1c(C)oc2nc(C)nc(NCCCN3CCN(c4cccc(C)c4)C(C)C3)c12 (stereo unspecified)
4) COc1cccc(CNC(=O)c2ccccc2-c2ccccc2C(=O)O)c1
5) Cc1noc2ncnc(N3CCCC(C(=O)NC(C)C)C3)c12 (stereo unspecified)

assay / compound	1	2	3	4	5
RXFP1 antag	15	1	-17	5	0
D1 ag	-1	3	0	-2	2
D2 potentiator	-2	13	2	x	0
D1 antag	4	12	-6	-2	5
TRHR agonist	0.3	-0.2	-1.1	0.3	1.0
D1 potentiator	-2	7	-2	-1	-1
D2 antag	x	-10	x	x	x
D2 agonist	0.0	-6.3	-0.9	x	0.8
TRHR enhancer	2	15	38*	-2	13

6) Cc1ccc(C(=O)N2CCC(C(=O)NC3CCCCCC3)CC2)cc1
7) Oc1ccc(N2CCN(Cc3cc4c(cc3Br)OCCO4)CC2)cc1
8) Cc1c(C)c2c(OCC(=O)N[C@@H](C)C(=O)O)cc3c(c2oc1=O)CCC(C)(C)O3
9) COc1ccc(CCNC(=O)c2cc3ccccn3n2)c(OC)c1OC
10) O=C(Nc1cc(Cl)ccc1Cl)c1cc(S(=O)(=O)N2CCc3ccccc3C2)ccc1F

assay / compound	6	7	8	9	10
RXFP1 antag	-12	-19	-10	-6	4
D1 ag	4	5	5	5	-1
D2 potentiator	-3	-19	-7	-14	4
D1 antag	-1	1	18	-2	-17
TRHR agonist	-2.1	0.0	0.2	0.8	0.4
D1 potentiator	3	3	-6	-4	-4
D2 antag	3	25	4	12	x
D2 agonist	-2.2	-0.5	0.0	-0.3	-0.3
TRHR enhancer	8	12	-4	-3	1

11) COc1ccc2nc(NC(=O)c3ccco3)sc2c1
12) N/C(=N\OC(=O)Cc1ccc(Cl)cc1)c1cccnc1
13) COc1ccc(C2C(C(=O)Nc3ccccc3)=C(C)Nc3nc(SCC(=O)c4ccc(C)cc4)nn32)cc1 (stereo unspecified)
14) CCCCN1CCCc2cc(CN(CCCN3CCOCC3)C(=O)Nc3ccc(CC)cc3)ccc21
15) CCOc1ccccc1NC(=O)c1cc(S(=O)(=O)N2CCN(CC)CC2)ccc1Cl

assay / compound	11	12	13	14	15
RXFP1 antag	-5	-14	-3	4	-1
D1 ag	0	3	2	2	6
D2 potentiator	6	-1	6	-16	-14
D1 antag	1	7	25	13	1
TRHR agonist	-0.5	-0.7	0.4	0.0	-0.4
D1 potentiator	-4	-3	0	-1	-4
D2 antag	-5	-10	x	x	-9
D2 agonist	1.6	-0.2	0.7	0.1	0.4
TRHR enhancer	5	5	-3	0	2

16) Cc1nn(CCc2n[nH]c(=S)n2C)c(C)c1Br
17) Cc1ccc(NC(=O)CSc2nc(=O)n(CCN(C)C)c3c2CCCC3)cc1Cl
18) CCC(C)c1ccc(Nc2ncccc2C#N)cc1 (stereo unspecified)
19) O=C(CCC1COc2ccccc2O1)NCc1ccccc1 (stereo unspecified)
20) O=[N+]([O-])c1cccc(C2=NCCS2)c1

assay / compound	16	17	18	19	20
RXFP1 antag	-12	-15	-28	11	3
D1 ag	-2	6	-1	5	3
D2 potentiator	-16	-1	-4	-17	12
D1 antag	x	4	-6	-11	-6
TRHR agonist	0.5	0.1	0.5	0.7	-1.5
D1 potentiator	-1	4	2	-1	-6
D2 antag	12	-1	-8	-7	-21
D2 agonist	0.0	0.9	-0.2	-1.1	-1.5
TRHR enhancer	-10	-3	-2	6	5

21) O=S(=O)(c1ccc(-c2ccccc2)cc1)N1CCCC1
22) O=c1c(-c2c(O)cc(O)c3c(=O)cc(-c4ccc(O)cc4)oc23)c(-c2ccc(O)cc2)oc2cc(O)cc(O)c12
23) CCOc1ccc(S(=O)(=O)n2ccnc2C)cc1
24) CCN(CC)CCN(C(=O)C1=COCCO1)c1nc2cc3c(cc2s1)OCO3
25) O=C1Nc2cc(Cl)ccc2Oc2cc(Oc3ccccc3)ccc21

assay / compound	21	22	23	24	25
RXFP1 antag	-3	x	x	-1	-19
D1 ag	3	2	-1	3	1
D2 potentiator	-4	2	-5	-15	-2
D1 antag	-3	-3	33	10	-6
TRHR agonist	-0.5	-0.5	0.3	0.2	1.2
D1 potentiator	-5	-8	-4	-9	3
D2 antag	2	-14	6	27	x
D2 agonist	0.3	-1.2	2.9	0.2	-0.1
TRHR enhancer	0	-4	3	-8	-1

26) COc1ccc(CN(C)C(=O)c2ccc3c(=O)n4c(nc3c2)CCC4)c(OC)c1
27) COC(=O)c1ccc2c(=O)n(-c3ccccc3)c(=S)[nH]c2c1
28) O=C(COc1ccccc1Cl)Nc1ccc2nc(SCC(=O)N3CCOCC3)sc2c1
29) N#CC1(c2ccccc2)CCCN1C(=O)c1ccccc1Cl (stereo unspecified)
30) Cc1ccccc1CNC(=O)c1ccc(-c2nc(CS(=O)(=O)c3ccccc3)c(C)o2)cc1

assay / compound	26	27	28	29	30
RXFP1 antag	-1	-99*	-3	1	-5
D1 ag	0	2	9	-1	2
D2 potentiator	-4	10	11	-3	-4
D1 antag	23	-5	-1	7	-3
TRHR agonist	0.1	0.0	1.6	-0.2	0.7
D1 potentiator	8	-2	-1	0	-2
D2 antag	-2	-11	x	-4	x
D2 agonist	0.4	-0.7	0.2	1.4	0.2
TRHR enhancer	-5	-2	-4	-2	-5

Two compounds from above with just D2 agonist.
cpd	SMILES	D2 agonist
29	N#CC1(c2ccccc2)CCCN1C(=O)c1ccccc1Cl (stereo unspecified)	1.4
28	O=C(COc1ccccc1Cl)Nc1ccc2nc(SCC(=O)N3CCOCC3)sc2c1	0.2

Some values from the list:
For RXFP1 antag, N#CC1(c2ccccc2)CCCN1C(=O)c1ccccc1Cl (stereo unspecified) reads 1
For D1 potentiator, COc1ccc(CN(C)C(=O)c2ccc3c(=O)n4c(nc3c2)CCC4)c(OC)c1 reads 8

(next part)
31) COc1cccc(-c2ccc3ncnc(NCc4cccc(F)c4)c3c2)c1
32) CCN(CCNC(=O)c1cc(C)nn1-c1ccccc1)c1ccccc1
33) Cc1ccc(C(=O)NCC(=O)OCC(=O)Nc2cccc(S(=O)(=O)N3CCCC3)c2)cc1C
34) Cc1cccc(N2C(=O)CC(N3CCN(c4cccc(C(F)(F)F)c4)CC3)C2=O)c1 (stereo unspecified)
35) O=C(NCN1CCc2ccccc2C1)c1cnccn1

assay / compound	31	32	33	34	35
RXFP1 antag	x	x	-8	6	-3
D1 ag	5	-1	1	3	0
D2 potentiator	x	6	-9	-1	0
D1 antag	-3	-22	-6	4	-20
TRHR agonist	0.7	-0.5	-0.3	1.0	-0.3
D1 potentiator	2	-6	-2	-3	-5
D2 antag	x	-20	-11	-11	13
D2 agonist	x	-0.5	-0.7	-0.2	1.7
TRHR enhancer	-7	-3	-8	3	-7

Next part; the last 4 above are carried over.
32) CCN(CCNC(=O)c1cc(C)nn1-c1ccccc1)c1ccccc1
33) Cc1ccc(C(=O)NCC(=O)OCC(=O)Nc2cccc(S(=O)(=O)N3CCCC3)c2)cc1C
34) Cc1cccc(N2C(=O)CC(N3CCN(c4cccc(C(F)(F)F)c4)CC3)C2=O)c1 (stereo unspecified)
35) O=C(NCN1CCc2ccccc2C1)c1cnccn1
36) CCOc1ccc(Nc2nc(Cc3nnc(SCC(=O)c4ccc(C)cc4)o3)cs2)cc1
37) Cc1ccccc1CNC(=O)c1ccc(CN2CC(=O)N3CCCCC3C2=O)cc1 (stereo unspecified)
38) N#Cc1ccc(Nc2ccccc2)c(N)c1
39) CCc1ccc(NC(=O)CCCn2nc(C)c3c(C)n(-c4ccccc4)nc3c2=O)cc1
40) C[C@]12CCC[C@H](O1)[C@H]([C@@H](O)c1ccccc1)O2

assay / compound	32	33	34	35	36	37	38	39	40
RXFP1 antag	x	-8	6	-3	0	-22	-17	-26	x
D1 ag	-1	1	3	0	1	-2	1	4	0
D2 potentiator	6	-9	-1	0	-6	1	-14	9	15
D1 antag	-22	-6	4	-20	-2	5	-9	-14	-6
TRHR agonist	-0.5	-0.3	1.0	-0.3	-0.1	-0.6	0.5	-1.6	0.0
D1 potentiator	-6	-2	-3	-5	-2	-1	7	-1	2
D2 antag	-20	-11	-11	13	11	x	31*	x	2
D2 agonist	-0.5	-0.7	-0.2	1.7	-0.1	-0.3	0.8	-1.1	0.3
TRHR enhancer	-3	-8	3	-7	-2	13	-13	-2	3

41) CNc1oc(-c2ccc(F)cc2)nc1S(=O)(=O)c1ccccc1
42) CCCCCn1c(SCC(=O)c2ccccc2)nc2cc(C(=O)NCc3ccco3)ccc2c1=O
43) O=C1c2ccccc2C(=O)N1Cc1nc2ccccc2c(=O)n1CCCN1CCOCC1
44) Cc1ccc([C@@H]2CC=C(C(=O)O)[C@H](c3cccc(Cl)c3)N2S(=O)(=O)c2ccc(C)cc2)cc1
45) O=C(CCNC(=O)C1CCN(S(=O)(=O)c2ccc(F)cc2)CC1)NCc1ccc(Cl)cc1

assay / compound	41	42	43	44	45
RXFP1 antag	17	9	2	x	11
D1 ag	-3	1	1	2	1
D2 potentiator	3	0	-11	-5	-2
D1 antag	3	12	-5	-12	-6
TRHR agonist	-0.9	0.8	-0.1	-0.4	0.1
D1 potentiator	1	-6	4	-7	0
D2 antag	-15	-18	x	10	1
D2 agonist	-0.9	-0.9	x	-2.0	0.3
TRHR enhancer	4	7	-11	-3	-13

46) COC(=O)CC(=O)N1CCN(c2ccc(Cl)c(Cl)c2)CC1
47) CN(C(=O)CSc1nnc(COc2ccccc2F)n1N)C1CCCCC1
48) CC(=O)N1CCN(c2nnnn2-c2ccccc2)CC1
49) OCCC1CN(Cc2nc(-c3ccccc3)cs2)CCN1CCc1ccccc1 (stereo unspecified)

assay / compound	46	47	48	49
RXFP1 antag	-8	0	6	-5
D1 ag	10	0	3	2
D2 potentiator	-12	-3	3	-10
D1 antag	4	3	-2	-23
TRHR agonist	0.9	0.1	0.0	1.3
D1 potentiator	-5	-5	-1	-6
D2 antag	7	-11	9	-4
D2 agonist	0.8	x	0.8	-0.6
TRHR enhancer	5	6	1	1

High-throughput results from PubChem BioAssay.
